# High-throughput results as filed in PubChem BioAssay.
# USP1 inh – blocks the human USP1/UAF1 deubiquitinase complex; O94782; recombinant USP1/UAF1, Ub-Rhodamine cleavage fluorescence; actives 0.23% (n = 390,000); Potency, µM (highest dose often 57.1 µM), inactives show top-dose activity change, negative = inhibition, most hits filed as inhibitors; note: potency is the fitted concentration of half-maximal effect; % is set by controls: 0 for no effect and ±100 for the full control effect; nearly all actives have a fitted effect of over 60% in size; inactives centre near -12
#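 USP1/UAF1 complex at 1 nM was preincubated with compound for 15 min at room temperature, then Ub-Rho substrate (150nM final) was added. Fluorescence (480/540 nm) was read kinetically, 6 reads every 60 seconds.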
# RGS4 inh – blocks human RGS4-accelerated GTP hydrolysis | P49798 | Transcreener GDP fluorescence polarization, RGS4-accelerated GTP hydrolysis | Potency, µM (series often up to 114 µM), without a hit: top-dose activity change, negative = inhibition, usual class: inhibitors | actives 0.039% (n = 390,000); note: potency is the fitted concentration of half-maximal effect; % is set by controls: 0 for no effect and ±100 for the full control effect; nearly all actives have a fitted effect of over 75% in size; some results filed as inactive show a strong effect at the top dose
# Target sequence (P49798 whole entry, looked up): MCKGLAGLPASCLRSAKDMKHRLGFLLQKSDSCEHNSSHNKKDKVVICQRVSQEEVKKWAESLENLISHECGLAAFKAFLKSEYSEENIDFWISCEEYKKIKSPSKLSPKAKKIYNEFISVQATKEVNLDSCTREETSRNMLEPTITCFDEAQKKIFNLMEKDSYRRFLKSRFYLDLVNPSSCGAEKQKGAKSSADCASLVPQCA
#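 MLSMR compounds (23 nl, pin-transferred) preincubated 10 min at room temperature with a 500nM (2x) first reagent, then RGS4 at 900nM (2x) plus Transcreener GDP mix added; fluorescence polarization (620/688 nm) read before and after 90 min at 30 °C.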
# TrxR1 substrate – is turned over as a substrate by rat TrxR1. Potency, µM (titrated, usually from 114 µM), inactives show top-dose activity change, negative = substrate turnover. O89049. purified TrxR1 substrate turnover, NADPH consumption readout. actives 0.01% (n = 390,000). AID 588456; note: potency is the fitted concentration of half-maximal effect; % is set by controls: 0 for no effect and ±100 for the full control effect; nearly all actives have a fitted effect of over 50% in size
#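 Rat TrxR1, dispensed at 90 nM, was prereduced with 400 uM NADPH (final) for 5 min at ~22 deg C, then incubated with compound 15 min before 400 uM selenite. A first-read NADPH fluorescence drop versus no-compound background flagged substrates.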
# GRP78 ERSR act – ER stress response induction in glioma | U87-MG GRP78 promoter luciferase reporter, 16 h | Potency, µM, for the others: top-dose activation, most hits filed as activators | actives 0.02% (n = 420,000) | AID 602332; note: potency is the fitted concentration of half-maximal effect; series mostly up to about 76 µM; % of control where 0% means no effect; nearly all actives have a fitted effect of over 35% in size
#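 Stably transfected U87-MG human glioma cells carrying a GRP78-based luminescent sensor were seeded at 1000 cells/well, pin-dosed with compounds and incubated 16 h. Luciferase reagent was then added, and end-point luminescence was read after 10 min at room temperature.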
# Vif-APOBEC3G blk – Vif-A3G binding inhibition; HeLa A3G-eYFP + Vif (tagged APOBEC3G with the HIV-1 protein that degrades it), YFP fluorescence, overnight; actives 0.076% (n = 410,000); Q9HC16; Potency, µM (doses to about 46.1 µM), for inactives: at the highest dose activity, negative = active, hits mostly inhibitors;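 note: potency is the fitted concentration of half-maximal effect; % is set by controls: 0 for no effect and ±100 for the full control effect; nearly all actives have a fitted effect of over 60% in size; hits raise eYFP signal because A3G escapes Vif-driven loss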
# Target sequence (Q9HC16 whole entry, looked up): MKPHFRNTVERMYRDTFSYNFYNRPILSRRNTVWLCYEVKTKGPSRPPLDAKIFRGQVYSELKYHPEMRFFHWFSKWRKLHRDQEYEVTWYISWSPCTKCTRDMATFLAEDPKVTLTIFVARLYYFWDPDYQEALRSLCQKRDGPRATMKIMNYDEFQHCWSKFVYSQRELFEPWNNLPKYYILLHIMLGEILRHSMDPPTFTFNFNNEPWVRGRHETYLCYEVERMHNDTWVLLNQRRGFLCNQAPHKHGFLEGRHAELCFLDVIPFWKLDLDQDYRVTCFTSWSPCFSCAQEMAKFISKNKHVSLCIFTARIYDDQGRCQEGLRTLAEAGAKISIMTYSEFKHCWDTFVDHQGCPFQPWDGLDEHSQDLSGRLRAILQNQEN
#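 HeLa cells stably expressing Vif and C-terminally eYFP-tagged A3G, seeded overnight at 37 deg C, then exposed to compound by pintool overnight at 37 deg C. Rise in yellow fluorescence (Ex 488/Em 500-530, Acumen) marks blocked Vif-driven A3G degradation.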
# LDHA inh – inhibitors of human lactate dehydrogenase A | purified LDHA, NADH/diaphorase-resazurin fluorescence; active compounds read low | activity change, % (values are at about 110 or 230 µM) | actives 0.15% (n = 480,000); in the data active = activity change below about -30%; inconclusive = mostly about -25% to -30%;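 note: plate controls were DMSO wells for no effect and wells without enzyme for full effect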
#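 Human LDH5 (2 nM) was incubated with 0.06 mM NADH and 0.2 mM pyruvate for 5 min at room temperature in Tris pH 7.4. Remaining NADH was coupled through diaphorase/resazurin, and resorufin fluorescence was read at 0 and 20 min.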
# TrxR1 inh – blocks rat thioredoxin reductase 1. actives 1% (n = 390,000). recombinant rTrxR1, NADPH fluorescence consumption, selenite substrate. AID 588453. Potency, µM (highest dose often 114 µM), for inactives: at the highest dose activity change, negative = inhibition, actives largely listed as inhibitors; note: potency is the fitted concentration of half-maximal effect; % is set by controls: 0 for no effect and ±100 for the full control effect; nearly all actives have a fitted effect of over 65% in size
#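 Rat TrxR1 (90 nM in the dispensed reagent) was pre-reduced with 400 uM NADPH for 5 min at room temperature, then incubated with compound for 15 min. After 400 uM selenite was added, NADPH fluorescence (Ex 340/Em 450 nm) was followed for 8 min.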
# Vif-APOBEC3F blk – blocks the Vif interaction with APOBEC3F; AID 602313; actives 0.2% (n = 390,000); Potency, µM (titrated, usually from 46.1 µM), without a hit: at the highest dose activity, negative = active; HeLa A3F-eYFP + Vif (tagged APOBEC3F with the HIV-1 protein that degrades it), YFP fluorescence increase; note: potency is the fitted concentration of half-maximal effect; % of control where 0% means no effect; nearly all actives have a fitted effect of over 65% in size
#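 Fluorescence increase (Ex 488/Em 500-530) after overnight compound treatment at 37 deg C flags inhibition of Vif-driven A3F-eYFP loss in stable HeLa A3F-eYFP/Vif cells seeded overnight beforehand.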
# IDH1 R132H inh – inhibitors of human mutant IDH1 R132H | actives 0.093% (n = 390,000) | O75874 | Potency, µM (titrated, usually from 76.6 µM), inactives show top-dose activity change, negative = inhibition, hits mostly inhibitors | IDH1-R132H enzyme, NADPH consumption, diaphorase/resazurin fluorescence; note: potency is the fitted concentration of half-maximal effect; % is set by controls: 0 for no effect and ±100 for the full control effect; nearly all actives have a fitted effect of over 65% in size
# Target sequence (O75874 whole entry R132H, stated change not applied): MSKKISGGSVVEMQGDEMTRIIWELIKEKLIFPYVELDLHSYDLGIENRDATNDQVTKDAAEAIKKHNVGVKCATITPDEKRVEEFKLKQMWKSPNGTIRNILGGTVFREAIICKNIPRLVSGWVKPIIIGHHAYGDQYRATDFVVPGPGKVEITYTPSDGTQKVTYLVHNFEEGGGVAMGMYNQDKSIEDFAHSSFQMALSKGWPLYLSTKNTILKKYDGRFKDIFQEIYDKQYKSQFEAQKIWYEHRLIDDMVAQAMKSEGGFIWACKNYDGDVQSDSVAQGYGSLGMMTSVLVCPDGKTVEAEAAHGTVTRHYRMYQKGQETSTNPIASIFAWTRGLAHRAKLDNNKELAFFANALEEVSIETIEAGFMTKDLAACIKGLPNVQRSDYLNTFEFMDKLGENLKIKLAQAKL
#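 IDH1-R132H (0.5 ug/mL) preincubated 30 min with compound, then NADPH (0.016 mM) and alpha-KG (2 mM) added; 80 min at RT, pH 7.5. Remaining NADPH coupled via diaphorase/resazurin to fluorescence (540/590 nm); concentration-response curves normalized to no-enzyme control.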
# An asterisk follows results filed as active; ? = inconclusive; . = not tested or not shown; ! = not active in a repeat; [ ] = remark or other dose. Unless noted, calls come from the whole dose curve; as a rule, active = well fitted curve in the direction sought with a large enough effect; inconclusive = small, poorly fitted or top-dose-only effect, or another doubt; inactive = no such curve, though single readings can be large; an effect the other way counts as inactive or inconclusive. Not all compounds are listed (hit frequency here may not be typical).
Structure,USP1 inh,RGS4 inh,TrxR1 substrate,GRP78 ERSR act,Vif-APOBEC3G blk,LDHA inh,TrxR1 inh,Vif-APOBEC3F blk,IDH1 R132H inh
O=C(CC1SC(N2CCCC2)=NC1=O)Nc1ccc(C(=O)N2CCCC(C(F)(F)F)C2)cc1 (stereo unspecified),-3%,18%,-3%,-3%,-1%,-7,9%,4%,-5%
O=C(COC(=O)c1ccc(O)cc1)Nc1cccc(S(=O)(=O)N2CCCCC2)c1,-19%,12%,-2%,0%,0%,-9,16%,-1%,-9%
CCOc1ccc(-c2nc(C#N)c(NCc3ccc4c(c3)OCO4)o2)cc1,-14%,17%,23%,2%,0%,-31*!,13%,-7%,2%
CCOc1ccc(-c2csc(Cn3c(CN4CCN(C)CC4)nc4ccccc4c3=O)n2)cc1,-10%,-48%,-14%,-4%,-1%,-8,-23%,-17%,10%
O=C(CCN1C(=O)c2ccccc2S1(=O)=O)Nc1ccc(F)c([N+](=O)[O-])c1,-2%,5%,-9%,-7%,0%,-2,-10%,9%,2%
CCN(CC)C(=O)c1scc2c1OCCO2,-4%,-18%,6%,-4%,1%,-1,19%,5%,2%
Cc1cc(=O)[nH]c2cc(Cl)ccc12,-15%,8%,9%,-3%,0%,-7,11%,2%,0%
COc1ccc(Cl)cc1NC(=O)c1ccc2nc(Cc3ccccc3)oc2c1,-33%,-13%,2%[57.1 µM],-3%,2%,-7,27%[57.1 µM],-4%,-1%
COC(=O)CSC(=S)N1CCCC(C)C1 (stereo unspecified),-19%,8%,-2%,-3%,3%,-10,1%,-3%,-2%
COc1ccccc1NC(=O)CSc1nnnn1-c1ccc2c(c1)OCO2,-3%,-28%,6%,0%,1%,-4,8%,3%,-6%
CCN1CCN(C(CNS(=O)(=O)c2ccc(Cl)cc2)c2ccccc2)CC1 (stereo unspecified),-9%,-19%[56.9 µM],5%[57.1 µM],-2%,3%,-5,12%[57.1 µM],-2%,-12%
Cc1cc(=O)c(C(=O)Nc2cccc(N3CCCC3=O)c2)nn1-c1ccccc1Cl,4%,13%,-21%,-1%,0%,-6,-12%,-2%,4%
O=c1c2ccccc2c(-c2ccccc2)nn1-c1cc(Cl)ccc1[N+](=O)[O-],-4%,2%[11.4 µM],-16%,-3%,0%,-3,15%[57.1 µM],3%,12%
O=C(/C=C/c1cccs1)NC(=S)NNC(=O)Cc1cccs1,-4%,-22%,-7%,3%,-5%,-3,?,0%,10%
COc1ccc(NC(=O)c2cc3ccccc3cc2OC)cc1OC,-7%,-21%,-8%,3%,0%,-3,-1%,2%,-2%
O=C(CSc1ncnc2ccccc12)c1ccc2c(c1)OCCO2,-9%,-46%,-7%,-5%,-2%,-1,-13%,0%,3%
Cc1ccccc1CN1C(=O)c2ccccc2S(=O)c2ccc(C(=O)NC3CCC(C)CC3)cc21 (stereo unspecified),-23%,-3%,1%[57.1 µM],-2%,-6%,-4,28%[57.1 µM],0%,-11%
COc1cc(C(=O)N2CCN(Cc3ccc4c(c3)OCO4)CC2)cc(OC)c1OC,-21%,-16%,-2%[57.1 µM],-3%,2%,-20,10%[57.1 µM],-17%,3%
CCc1ccc(C2=NN(C(=O)OC)C(O)(C(F)(F)F)C2)cc1 (stereo unspecified),-4%,-16%,0%,-3%,1%,-9,-13%,0%,6%
O=c1[nH]c(N/N=C/c2ccccc2Br)nnc1-c1ccccc1,-23%,-10%,4%,1%,-12%,-5,8%,5%,1%
CC(=O)N1CCN(C(=O)C(=O)Nc2c3c(nn2-c2ccc(Cl)cc2)CSC3)CC1,?,16%,6%[57.1 µM],-1%,-4%,-2,13%[57.1 µM],-4%,-13%
Cc1cc(O)c(C(C)C)cc1NC1=NS(=O)(=O)c2ccccc21,-1%,18%,-14%,-2%,-1%,1,-16%,1%,17%
Cc1cc2nccc(-c3ccncc3)n2n1,-20%,-2%,-1%,-3%,-1%,0,4%,2%,8%
CCSc1nnc(NC(=O)C2CCCN(C(=O)c3ccc(Cl)cc3)C2)s1 (stereo unspecified),-11%,.,.,-2%,1%,-2,.,-4%,11%
Cc1cc(C)n(C(=O)COc2ccccc2[N+](=O)[O-])n1,-16%,-3%,6%[57.1 µM],-1%,2%,-5,2%[57.1 µM],5%,8%
CC(=C/c1ccco1)/C=N/NC(=O)Cc1cccn1C,-20%,-42%,-7%,-1%,-4%,-1,?,2%,2%
CC1CCc2c(sc(NC(=O)C3CCCO3)c2C#N)C1 (stereo unspecified),-10%,16%,5%[57.1 µM],0%,1%,-2,11%[57.1 µM],9%,4%
CC1(C)Oc2ccc3ccc(=O)oc3c2-c2cnoc21,-24%,?,11%,-3%,1%,-1,4%,-10%,19%
C/C(=N\N1CCN(c2ccccc2)CC1)c1cccs1,-17%,-10%,6%,-1%,1%,3,17%,1%,9%
COc1ccnc(CSC(N)=Nc2ccc(F)cc2)c1,-7%,-42%,1%,?,0%,4,-22%,-1%,7%
COc1ccc(OC)c(S(=O)(=O)Nc2c(F)cccc2F)c1,-2%,5%,-6%,-9%,-8%,0,-3%,-10%,-2%
CN(CC(=O)Nc1ccc(N2CCOCC2)cc1)C(=O)c1ccc(O)c(Cl)c1,-20%,2%,-1%,1%,0%,-4,-3%,-8%,3%
O=C(COc1ccc(Cl)cc1)NNC(=O)c1ccccn1,-21%,-7%,-5%,-4%,1%,2,4%,-1%,2%
COc1ccc(C(=O)NCCSCc2ccco2)cc1OC,-17%,-3%,1%[57.1 µM],-2%,3%,-5,-1%[57.1 µM],0%,1%
CC1CCN(C(=O)c2cc3nc(-c4ccccc4)cc(-c4ccccc4)n3n2)CC1,-20%,-10%,56%[activator],-1%,1%,2,74%[activator],-3%,0%
Oc1oc(-c2ccccc2)nc1/C=N/c1nccs1,1%,6%,-4%,5%,-1%,-9,-6%,-7%,-1%
Cc1cc(C)c2nc(SCC(=O)Nc3ccccc3N3CCOCC3)c(C#N)cc2c1,-10%,-20%,9%[57.1 µM],-4%,-3%,1,18%[57.1 µM],-5%,4%
O=C(NCCCN1CCOCC1)c1ccc(CNS(=O)(=O)c2ccc(F)cc2)cc1,-8%,4%,6%[57.1 µM],-2%,-1%,-4,-21%,-11%,0%
Cc1ccc(CNC(=O)CSc2nc3ccsc3c(=O)n2Cc2ccccn2)cc1,8%,0%,0%[57.1 µM],4%,3%,-2,12%[57.1 µM],-10%,26%
COc1ccccc1CN1C[C@@H]2C[C@@H](c3cccc(C)c3)N3CCC[C@@]23C1=O,-16%,25%,-3%[57.1 µM],-2%,3%,-15,-2%[57.1 µM],-11%,-4%
COc1ccc(N2Cc3cccc(C(=O)Nc4ccc(C)cc4)c3C2=O)cc1,-14%,15%,1%,.,.,-2,-4%,.,.
COCCn1c(SCC(=O)Nc2ccc3c(c2)OCCO3)nnc1-c1ccncc1,-20%,6%,-5%,-2%,2%,-2,-1%,-21%,9%
CCCN(CCC)CCNC(=O)c1cc2c(=O)n(C)c3ccccc3c2n1C,-7%,-30%,9%[57.1 µM],-4%,5%,3,-46%,-14%,7%
CCOCCCn1c(=S)[nH]c2cc(C(=O)NCCc3ccccc3)ccc2c1=O,-25%,-4%,0%,4%,0%,-7,21%,-13%,4%
O=C(O)Cc1csc(NC(=O)CSc2nnnn2-c2ccc(O)cc2)n1,-20%,1%,11%,-4%,1%,5,27%,-4%,3%
Cc1sc2ncnc(SCC(=O)NC(C)C(C)C)c2c1C (stereo unspecified),-11%,2%,8%,-2%,0%,1,5%,-1%,11%
CCc1ccccc1NC(=O)c1cc(S(=O)(=O)N(C)C)ccc1N1CCCC1,-14%,-3%,-4%,-4%,2%,1,-5%,-12%,1%
O=C(NNC(=O)c1cccc([N+](=O)[O-])c1)c1ccncc1,-14%,-3%,-4%[57.1 µM],-1%,1%,-3,18%[57.1 µM],4%,0%
O=C(NCc1ccc(F)cc1)c1nnc(Cc2cccc(F)c2)o1,-9%,10%,8%[11.4 µM],-4%,-1%,-15,35%,-4%,9%
COCc1nnc(NC(=O)C2CCN(C(=O)c3ccccc3)CC2)s1,.,9%,3%,-1%,-4%,-1,11%,.,.
COc1ccccc1N1CCN(C2CCCN(C(=O)c3oc(C)cc3C)C2)CC1 (stereo unspecified),-3%,-5%,0%,-1%,2%,-5,-4%,-15%,4%
c1ccc(Cn2c[n+](Cc3ccccc3)c3ccccc32)cc1,-15%,1%,1%,-2%,2%,1,-1%,-6%,3%
CCOc1ccc(NC(=O)CSc2nnc(C)n2CCCOC)cc1,-7%,-15%,1%,-5%,3%,0,18%,0%,0%
